Screens from PubChem.
SUMO1-SIM PPI: SUMO1-SIM interaction modulation; inhibition, % at 20 µM; actives 0.33% (n = 360,000); AID 602429; P63165; SUMO1 binding to a labelled peptide, TR-FRET, 1 h; in the data active means inhibition above about 37%
STEP block: STEP (human) phosphatase inhibition; P54829; recombinant STEP, OMFP fluorogenic substrate, fluorescence; inhibition, % at 20 µM; actives 0.25% (n = 360,000);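 active means inhibition at 20 µM, scaled per plate between control wells, above about 37%, limit read from the data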;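 further: 0% = DMSO with enzyme and substrate and 100% = substrate only without enzyme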
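Material: STEP (striatal-enriched tyrosine phosphatase) enzyme, cell-free | Medium: 50 mM Bis-Tris pH 6.0 with 2.5 mM DTT and 0.005% Tween 20 | Read-out: Percent inhibition scaled to no-enzyme and uninhibited-enzyme controls, plate-pattern corrected | Signal: Fluorescence read at 480 nm ex / 540 nm em | Times: 20 min reaction, room temperature, in the dark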
Neddyl block: inhibitors of human cullin neddylation; calls only at 25 µM; actives 0.58% (n = 360,000); TR-FRET cullin neddylation, biochemical; AID 651699; P61081+Q13564; in the data active means inhibition above about 36%
Rin1-Abl PPI inh: blocks binding of human Rin1 to Abl | AID 588664 | TR-FRET Rin1/Abl binding, biochemical | actives 0.4% (n = 360,000) | inhibition, % at 7.35 µM; in the data active means inhibition above about 5%, passing the limit was not always enough
Rpn11 block: inhibitors of human proteasome Rpn11; actives 0.59% (n = 360,000); calls only at 20 µM; O00487; AID 588493; human 26S proteasome, Ub4-pepOG fluorescence polarization; 20S core pre-blocked with epoxomicin;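 active means inhibition at 20 µM, scaled to each plate's controls, above about 33%, limit read from the data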
LMPTP inh: LMPTP (human) inhibition; recombinant LMPTP-A, OMFP fluorogenic substrate, fluorescence intensity; actives 0.22% (n = 360,000); P24666; inhibition, % at 20 µM;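 active means compounds that cut the enzyme signal by at least half of the control window in the single-dose screen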;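 further: plate controls were DMSO wells with enzyme plus substrate for no effect and substrate without enzyme for full effect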
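test system = LMPTP-A | amount = 0.625 nM LMPTP-A final | reagent = fluorogenic phosphatase substrate OMFP at 400 µM final | incubation = 50 min at room temperature | benchmarks = no-enzyme low control, uninhibited high control | medium = Bis-Tris pH 6.0, DTT, detergent | signal = fluorescence intensity of OMFP turnover product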
DNMT1 inh: inhibitors of human DNMT1; P26358; DNMT1 molecular beacon, Hinp1I cleavage, fluorescence; inhibition (reported as % activation of signal), % at 10 µM; actives 0.83% (n = 360,000); in the data active means inhibition above about 50%
Target sequence (P26358 504-1616 limits assumed): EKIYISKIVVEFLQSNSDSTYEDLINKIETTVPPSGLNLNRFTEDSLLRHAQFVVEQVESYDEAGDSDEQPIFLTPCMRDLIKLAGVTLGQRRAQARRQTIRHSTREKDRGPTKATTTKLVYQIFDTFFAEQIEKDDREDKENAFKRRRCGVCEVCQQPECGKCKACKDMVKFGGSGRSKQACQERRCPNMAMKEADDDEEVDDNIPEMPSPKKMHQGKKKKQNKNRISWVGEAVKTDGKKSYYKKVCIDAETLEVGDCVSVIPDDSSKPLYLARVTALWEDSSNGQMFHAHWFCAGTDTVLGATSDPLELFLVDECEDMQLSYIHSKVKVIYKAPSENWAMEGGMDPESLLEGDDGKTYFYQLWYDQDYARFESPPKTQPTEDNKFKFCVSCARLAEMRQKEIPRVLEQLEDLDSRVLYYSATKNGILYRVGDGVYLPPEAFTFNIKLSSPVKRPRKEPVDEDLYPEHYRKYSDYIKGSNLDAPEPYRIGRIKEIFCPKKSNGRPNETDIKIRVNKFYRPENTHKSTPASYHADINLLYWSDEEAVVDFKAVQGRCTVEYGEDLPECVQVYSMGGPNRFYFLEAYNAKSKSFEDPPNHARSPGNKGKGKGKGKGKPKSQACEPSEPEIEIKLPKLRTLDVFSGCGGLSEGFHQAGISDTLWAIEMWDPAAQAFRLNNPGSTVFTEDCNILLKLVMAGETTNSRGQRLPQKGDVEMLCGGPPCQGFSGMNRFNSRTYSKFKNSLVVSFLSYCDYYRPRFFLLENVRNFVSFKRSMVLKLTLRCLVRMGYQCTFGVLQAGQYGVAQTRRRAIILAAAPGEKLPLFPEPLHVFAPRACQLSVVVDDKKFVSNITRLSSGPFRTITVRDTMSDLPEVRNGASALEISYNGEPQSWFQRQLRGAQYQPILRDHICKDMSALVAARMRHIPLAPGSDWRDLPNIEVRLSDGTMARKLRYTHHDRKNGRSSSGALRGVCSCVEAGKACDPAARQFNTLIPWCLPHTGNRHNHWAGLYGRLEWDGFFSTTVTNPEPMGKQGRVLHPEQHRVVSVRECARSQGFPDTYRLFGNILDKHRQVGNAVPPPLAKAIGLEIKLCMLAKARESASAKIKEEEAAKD
NadD block: NadD (S. aureus) enzyme inhibition | AID 602399 | inhibition, % at 20 µM | actives 0.78% (n = 360,000) | purified NadD enzyme, colorimetric absorbance read-out; in the data active means inhibition above about 26%; further: some compounds past the cut are filed as inactive
Scp1 inh: inhibitors of human Scp-1 phosphatase; Q9GZU7; Recombinant Scp1, phosphopeptide, malachite green phosphate absorbance; inhibition, % at 20 µM; actives 0.88% (n = 340,000); AID 493091;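 active means inhibition above about 50% at 20 µM, limit read from the data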;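 further: plate controls were DMSO wells with enzyme for no effect and wells lacking enzyme for full effect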
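Times: enzyme reaction 45 min at room temperature, colour 5 min, stabilisation 30 min. Material: SCP-1 catalytic fragment, aa 76-261. Medium: Acidic Tris acetate buffer with magnesium and detergent. Signal: colorimetric free-phosphate detection, absorbance 630 nm. Read-out basis: % inhibition of SCP-1 phosphate liberation. Reagent: Phosphorylated 17-residue peptide substrate.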
CSN inh: inhibitors of human CSN-mediated cullin deneddylation. Q92905. Purified CSN, SCF-Nedd8-OG deneddylation, fluorescence polarization. inhibition, % at 12.5 µM. actives 0.38% (n = 360,000). AID 651999;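 active means pattern-corrected inhibition above about 35%, with an unprinted fluorescence ratio check between 0.5 and 1.5, limit read from the data, passing the limit was not always enough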;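 further: 0% = enzyme with substrate and 100% = substrate without enzyme; some results filed as inactive read as strong as hits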
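Assay system: purified human Csn5 enzyme expressed in HEK293T cells; Input: 0.24 nM Csn5 enzyme, final concentration; Reagent: 10 nM SCFSkp2-Nedd8OG; Compound dosing: 12.5 µM single point; Times: reaction 90 min, room temperature; Technique: fluorescence polarization readout.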
Starred values were filed as active, the others as inactive; i = inactive; nt = not tested or not shown.

SMILES	SUMO1-SIM PPI	STEP block	Neddyl block	Rin1-Abl PPI inh	Rpn11 block	LMPTP inh	DNMT1 inh	NadD block	Scp1 inh	CSN inh
CCN(C[C@H]1N[C@@](Cc2ccccc2)(C(=O)OC)[C@H]2C(=O)N(C)C(=O)[C@@H]12)C(C)=O	-1	-2	i	-1	i	-3.5	8	-6	12	-6
CC(=O)Nc1ccc(NC(=O)CSc2ncnn2-c2ccccc2)cc1	1	-1	i	-2	i	-0.3	-2	0	-2	4
CN(CC(=O)Nc1ccc(F)c(F)c1F)C(=O)C1CCCCC1	-3	0	i	6	i	-1.2	1	0	-5	-2
CC(C)c1ccc(NC(=O)Nc2cnccn2)cc1	5	-1	i	-1	i	-1.2	-2	-6	-4	-4
N#Cc1cc(-c2ccccc2)nnc1Sc1ccc(F)cc1	-7	1	i	-4	i	0.6	2	6	-10	0
O=C(CSc1nnc(-c2cccnc2)n1C1CCCCC1)NC1CCCC1	1	0	i	3	i	-1.6	-3	-7	1	-6
COCCn1nnnc1C(c1cc2cc(C)ccc2[nH]c1=O)N1CCN(C2CCCCC2)CC1 (stereo not drawn)	2	-2	i	2	i	0.3	2	-3	-1	5
Cc1cccc(NS(=O)(=O)c2ccc(S(=O)(=O)N3CCCC3)cc2)c1	-2	-2	i	1	i	1.4	1	0	nt	-1
Cc1cccc(CSc2nnc(Cn3c(=O)sc4ccccc43)n2C)c1	3	-4	i	3	i	-0.7	-1	-1	0	-1
CCOc1ccc2nc(NC(=O)CCC(=O)c3cccs3)sc2c1	7	-8	i	0	i	-0.1	8	9	10	7
C=CCOc1ccc(/C=C2/C(=O)ON=C2C)cc1OCC	16	2	i	4	i	-1.7	8	-1	-9	4
O=C(CC1CCC1)Nc1cccc2c([N+](=O)[O-])cccc12	-32	0	i	2	i	-0.3	1	0	-1	-1
Cc1c(NC(=O)COC(=O)c2ccc(S(=O)(=O)N3CCOCC3)cc2)c(=O)n(-c2ccccc2)n1C	-3	-2	i	-3	i	-1.4	1	-3	-14	0
CCOC(=O)C(=O)Nc1nnc(Cc2ccc(OC)c(OC)c2)s1	1	0	i	1	i	-2.9	-2	-1	2	-4
Cc1cc(/C(N)=N/OC(=O)c2ccc(Cl)cc2)no1	1	-2	i	-2	i	-0.3	-5	1	-10	-2

Structural class: the compounds so far containing fluorine (2)
SMILES	SUMO1-SIM PPI	STEP block	Neddyl block	Rin1-Abl PPI inh	Rpn11 block	LMPTP inh	DNMT1 inh	NadD block	Scp1 inh	CSN inh
CN(CC(=O)Nc1ccc(F)c(F)c1F)C(=O)C1CCCCC1	-3	0	i	6	i	-1.2	1	0	-5	-2
N#Cc1cc(-c2ccccc2)nnc1Sc1ccc(F)cc1	-7	1	i	-4	i	0.6	2	6	-10	0

Other compounds follow.
SMILES	SUMO1-SIM PPI	STEP block	Neddyl block	Rin1-Abl PPI inh	Rpn11 block	LMPTP inh	DNMT1 inh	NadD block	Scp1 inh	CSN inh
COc1cc(C(=O)N(C)CC(=O)Nc2cccc(F)c2)ccc1OCc1ccccc1	14	-2	i	-4	i	0.5	-3	-8	1	2
COc1ccc(/C=C/CN2CCN(CCc3ccccc3)C(CCO)C2)cc1 (stereo not drawn)	-1	4	i	-1	i	-1.2	-2	-5	-15	9
COc1ccc(NC(=O)CC(C)C)c(OC)c1	1	-3	i	-3	i	-1.1	-3	-5	-1	3
COc1cc(/C=C2\Oc3ccc(C#Cc4ccc(O)cc4)cc3C2=O)cc(OC)c1	-7	-2	i	6	i	-0.5	-25	24	-2	-2
COc1ccccc1NS(=O)(=O)c1ccc2oc(SC3CCOC3=O)nc2c1 (stereo not drawn)	4	-10	i	2	i	-1.2	-6	5	-3	1
COc1ccccc1OCC(=O)NCC1CCCN(C(=O)c2ccccc2C(C)=O)C1 (stereo not drawn)	0	2	i	-3	i	-0.2	4	3	-5	-3
NC1=NC(=O)/C(=C/c2ccsc2)S1	-18	1	i	-1	i	-1.4	2	-2	0	3
CC(CC(=O)NC1CCCCC1)S(=O)(=O)c1ccc2c(c1)NC(=O)CO2 (stereo not drawn)	3	-1	i	2	i	-0.8	1	2	-1	-3
Cc1cc(N2CCCc3ccccc32)n2ncnc2n1	-1	-3	i	-3	i	-0.8	1	-4	-4	0
COC(=O)c1ccc(C2C(C(=O)Nc3ccccc3C)=C(C)Nc3ncnn32)cc1 (stereo not drawn)	2	-3	i	2	i	-0.4	2	-3	-3	-2
CC1CCN(C(=O)c2ncn3c2c(=O)[nH]c2ccc(Br)cc23)CC1	9	-1	i	1	i	-1.7	4	3	nt	5
Cc1ccc(C)c(S(=O)(=O)c2c(C)cc(C)[nH]c2=O)c1	1	-2	i	-2	i	-0.8	-3	-3	-7	-2
O=C(COC(=O)CSc1ccccc1)Nc1ccc(F)cc1F	0	-1	i	1	i	-0.3	-1	-6	-3	-1
O=C1CCc2ccccc2N1Cc1ccccc1	4	1	i	1	i	-0.7	2	-3	-15	-2
CC1(C)CC(=O)C=C(Nc2ccc(Cl)c(Br)c2)C1	2	2	i	-2	i	0.2	0	1	0	-1
O=C(CC(=O)c1ccccc1O)c1cccc(F)c1	-2	-1	i	-2	i	0.7	-5	-1	-11	4
Oc1ccc(Cl)cc1CNCc1ccc(F)c(F)c1	-3	0	i	1	i	-1.2	5	-15	-107	3
CCc1ccc2nc(NC(=O)C3CCN(c4ncnc5sc(C)c(C)c45)CC3)sc2c1	-6	-2	i	3	i	3.5	-10	33*	10	2
C=C(C)c1cccc(C(C)(C)NC(=O)Nc2cc(C)ccn2)c1	3	4	i	-3	i	1.4	0	1	-5	1
Cc1cccc(NS(=O)(=O)c2ccc3[nH]c(=O)[nH]c3c2)c1C	-1	-1	i	1	i	-1.7	-3	-5	-2	-2
CCOc1ccccc1-c1cc(NC)ncn1	-2	-3	i	-2	i	-1.4	7	-1	nt	3
COc1cc(CCC(=O)N2CCN(c3cccc(C)c3C)CC2)cc(OC)c1OC	0	0	i	0	i	-0.1	-2	4	0	4
Cc1ccc(C(=O)NC(=S)N2CCCC2)cc1	3	0	i	-3	i	-0.1	0	-2	-2	-1
Cc1noc(/C=C/N(C)C)c1S(=O)(=O)N1CCCC(C(=O)NCc2ccccc2Cl)C1 (stereo not drawn)	3	-5	i	-1	i	1.7	-3	5	-4	2
Cc1ccc(C)c(OCCC(=O)OCC(=O)Nc2ccc(N3CCOCC3)cc2)c1	-5	2	i	0	i	0.7	-2	2	-1	-4
O=C(O)CCCC(=O)N1CCc2cc(S(=O)(=O)N3CCc4ccccc43)ccc21	13	0	i	1	i	1.7	-1	2	-3	1
O=C(COc1ccc(Br)cc1F)NC1CC1	3	-4	i	2	i	-0.3	-1	2	0	1
COc1ccc(/C=C/C(=O)N(C)CC(=O)Nc2cccc(F)c2)cc1S(=O)(=O)N1CCCCC1	-15	-2	i	-2	i	0.5	0	0	-5	6
O=C(CSC(=S)N1CCCCC1)Nc1nc(-c2ccccc2)c(-c2ccccc2)o1	51*	3	i	-2	i	2.7	4	16	1	2
Cc1cc(Cl)ccc1NC(=S)NCCN1CCOCC1	14	3	i	3	i	-2.4	1	-1	-5	-13
O=C(CCCn1c(=S)[nH]c2ccc(Br)cc2c1=O)NCc1ccccn1	2	3	i	3	i	-0.9	1	-2	-3	-4
CCn1cc(CN2CCN(Cc3ccccc3)C(CCO)C2)c2ccccc21 (stereo not drawn)	5	4	i	1	i	-0.5	-7	-5	-5	-1
O=C(NCc1ccccc1)c1ccc2c(c1)C(=O)N(Cc1ccncc1)C2=O	-8	-1	i	-5	i	-0.8	4	6	4	-2
Cn1c(N)c(C(=O)COC(=O)c2cc(S(=O)(=O)N3CCOCC3)ccc2F)c(=O)n(C)c1=O	16	1	i	-1	i	-1.2	29	-1	-8	-4
COc1cc(C(=O)NC2CCCC2)c(Br)c(OC)c1OC	4	0	i	-2	i	-0.4	-1	-4	-13	-1
O/N=C1/CCCCC1c1ccccn1 (stereo not drawn)	0	0	i	-2	i	0.0	-1	9	-2	2
O=C(NCCCN1CCCC1=O)C1CCN(S(=O)(=O)c2cc(C(F)(F)F)ccc2Cl)CC1	1	1	i	0	i	-1.9	7	2	-6	-4
CC(C)[C@H](NC(=O)c1ccccc1)C(=O)OCC(=O)Nc1ccc(Cl)cc1C(F)(F)F	4	0	i	-1	i	-0.3	-1	-6	-9	0
CCN(CC)P(=O)(Nc1ccc([N+](=O)[O-])cc1)c1c(C)nn(CCC#N)c1NC(=O)c1ccc(Cl)cc1 (stereo not drawn)	-10	1	i	2	i	-1.3	0	2	-5	-6
O=C(CSc1ncn[nH]1)N1CCN(S(=O)(=O)c2ccccc2)CC1	-2	-5	i	-2	i	-1.4	1	-1	-10	-3
CC(C)Cc1cc(C(=O)NCc2ccco2)no1	4	-2	i	-1	i	-0.3	15	-2	27	2
COC(=O)c1cc(NC(=O)Cc2ccccc2[N+](=O)[O-])ccc1Cl	-10	-2	i	1	i	0.0	-2	-6	-10	3
O=C(c1ccc(Sc2ccc(F)cc2)c([N+](=O)[O-])c1)N1CCOCC1	-29	1	i	-6	i	-0.6	-1	-2	-5	-10
CN(C)/C=C/C(=O)c1cccc(C(F)(F)F)c1	-3	1	i	-1	i	0.7	0	3	-2	-3
COCCn1c(SCC(=O)NNC(=O)c2cc(Cl)ccc2OC)nnc1-c1ccncc1	-31	0	i	3	i	-7.3	-4	6	-11	-1
Cc1c(C(=O)NC(C(C)C)C(C)C)cccc1[N+](=O)[O-]	3	-3	i	-5	i	-1.6	7	-7	4	-15
Cc1ccc(C(=O)/C=C/c2cn(CC(O)CN3CCOCC3)c3ccccc23)cc1 (stereo not drawn)	-19	2	i	-3	nt	1.0	-3	-6	-5	14
COCCNC(=O)CN(C)S(=O)(=O)c1ccc2c(c1)OCCO2	-2	1	i	-1	i	-0.9	1	1	0	-2
O=c1c2ccccc2ncn1-c1ccc2c(c1)OCCO2	-1	3	i	3	i	-0.8	2	-4	-4	-2
CCOC(=O)C1=C(COC(=O)COc2ccc(C#N)cc2)NC(=O)NC1C (stereo not drawn)	3	-1	i	4	i	0.1	2	-11	-2	1

A second format for some results above.
Fields – SUMO1-SIM PPI	STEP block	Neddyl block	Rin1-Abl PPI inh	Rpn11 block	LMPTP inh	DNMT1 inh	NadD block	Scp1 inh	CSN inh
O=c1c2ccccc2ncn1-c1ccc2c(c1)OCCO2
 : -1	3	i	3	i	-0.8	2	-4	-4	-2
COCCNC(=O)CN(C)S(=O)(=O)c1ccc2c(c1)OCCO2
 : -2	1	i	-1	i	-0.9	1	1	0	-2
Cc1c(C(=O)NC(C(C)C)C(C)C)cccc1[N+](=O)[O-]
 : 3	-3	i	-5	i	-1.6	7	-7	4	-15
CCOC(=O)C1=C(COC(=O)COc2ccc(C#N)cc2)NC(=O)NC1C (stereo not drawn)
 : 3	-1	i	4	i	0.1	2	-11	-2	1
Cc1ccc(C(=O)/C=C/c2cn(CC(O)CN3CCOCC3)c3ccccc23)cc1 (stereo not drawn)
 : -19	2	i	-3	nt	1.0	-3	-6	-5	14
